# Screening data as filed in PubChem.
# Anthrax LF inh2 – Bacillus anthracis LF protease inhibitors, primary screen, biochemical, multiplex microsphere, MLPCN library. inhibition, % at 10 µM. multiplex microsphere protease cleavage assay. AID 588501, 2011. Lethal factor (Bacillus anthracis), P15917. 0.12% of 360,000 active; note: plate controls were buffer without enzyme for full effect and enzyme alone for no effect
# Target sequence (P15917 whole entry, looked up): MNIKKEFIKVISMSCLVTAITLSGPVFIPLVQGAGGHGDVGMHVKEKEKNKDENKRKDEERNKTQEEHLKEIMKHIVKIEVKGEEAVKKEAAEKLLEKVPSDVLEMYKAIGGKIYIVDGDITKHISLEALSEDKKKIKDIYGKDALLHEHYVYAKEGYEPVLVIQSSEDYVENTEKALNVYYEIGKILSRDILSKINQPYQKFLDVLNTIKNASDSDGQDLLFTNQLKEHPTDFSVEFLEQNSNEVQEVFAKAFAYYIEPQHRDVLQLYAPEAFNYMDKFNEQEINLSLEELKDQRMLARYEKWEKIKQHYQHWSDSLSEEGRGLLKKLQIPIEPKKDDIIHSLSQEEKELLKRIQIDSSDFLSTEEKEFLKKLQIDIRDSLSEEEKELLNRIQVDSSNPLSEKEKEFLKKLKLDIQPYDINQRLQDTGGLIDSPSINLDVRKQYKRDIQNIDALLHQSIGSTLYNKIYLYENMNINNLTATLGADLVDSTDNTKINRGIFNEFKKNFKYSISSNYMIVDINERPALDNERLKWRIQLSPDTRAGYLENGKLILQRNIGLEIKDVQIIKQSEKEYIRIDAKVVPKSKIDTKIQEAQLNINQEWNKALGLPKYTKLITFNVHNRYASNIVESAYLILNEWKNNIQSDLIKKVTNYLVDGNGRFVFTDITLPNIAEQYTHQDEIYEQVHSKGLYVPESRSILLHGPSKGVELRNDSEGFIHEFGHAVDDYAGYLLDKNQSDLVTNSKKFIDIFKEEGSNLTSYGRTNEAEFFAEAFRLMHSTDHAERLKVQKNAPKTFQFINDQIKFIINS
# BoNT-A LC inh2 – BoNT/A light chain protease inhibitors, primary screen, biochemical, flow cytometry, MLPCN library; Botulinum neurotoxin type A light chain protease (Clostridium botulinum A str. ATCC 3502); multiplex microsphere protease substrate cleavage; inhibition, % at 10 µM; 0.17% of 360,000 active; AID 588499, 2011; note: plate controls were buffer without enzyme for full effect and enzyme alone for no effect
# BoNT-F LC inh – BoNT/F light chain protease inhibitors, primary screen, biochemical, flow cytometry, MLPCN library. Botulinum neurotoxin type F light chain protease (Clostridium botulinum). Multiplex microsphere protease cleavage assay. 0.22% of 360,000 active. inhibition, % at 10 µM; in the data active = inhibition above about 35%, passing the limit was not always enough; inconclusive = no clear call, values can overlap the other calls; note: plate controls were buffer without enzyme for full effect and enzyme alone for no effect
# TcdB GH inh – TcdB glycohydrolase inhibitors, primary screen, biochemical, single point, plate reader; Toxin B (Clostridioides difficile), P18177; TcdB glycohydrolase enzymatic assay; inhibition, % at 9.99 µM; 0.24% of 350,000 active; in the data active = inhibition above about 10%
# PrPC surface inh – inhibitors of human cell surface prion protein PrPC, primary screen, cell-based, TR-FRET | TR-FRET read-out | Major prion protein (Homo sapiens), P04156 | 0.43% of 370,000 active | inhibition, % at 13.8 µM; in the data active = inhibition above about 24%; note: 0% = median of the test wells and 100% = reference compound wells
# FadD28 FP inh – inhibitors of FadD28 bisubstrate probe binding, primary screen, biochemical, fluorescence polarization, single point. Mycobacterium tuberculosis FadD28 fatty-acid-AMP ligase. inhibition, % at 12.5 µM. 0.22% of 360,000 active; in the data active = inhibition above about 8.5%, passing the limit was not always enough; inconclusive = no clear call, values can overlap the other calls
# CCHF vOTU inh – CCHFV vOTU protease inhibitors, primary screen, biochemical, Pep-AMC substrate, fluorescence; Crimean-Congo hemorrhagic fever virus L polyprotein viral ovarian tumor (vOTU) protease …; inhibition, % at 11.5 µM; 0.55% of 370,000 active; AID 651958, 2012; in the data active = inhibition above about 30%; note: 0% = vehicle wells with enzyme and 100% = no enzyme wells
# Y pestis TopoI – Yersinia pestis topoisomerase I inhibitors, primary screen, biochemical, cleavage product accumulation, plate reader, single point; activity, % at 10 µM; Y. pestis Topo-I cleavage product accumulation; DNA topoisomerase I (Yersinia pestis CO92); 0.064% of 360,000 active; in the data active = activity above about 50%, passing the limit was not always enough; inconclusive = no clear call, values can overlap the other calls; note: inactives centre near 2
# PfHsp40 yeast – rescue of yeast from PfHsp40 toxicity, primary screen, S. cerevisiae, ATP luminescence | S. cerevisiae expressing PfHsp40, growth rescue | growth rescue, % at 12.5 µM | 0.68% of 340,000 active; in the data active = growth rescue above about 28%, passing the limit was not always enough; inconclusive = no clear call, values can overlap the other calls;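 note: yeast W303a lacking pdr1 and pdr3 grown in galactose medium; growth measured after three days at 30 °C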
# * hit, by the source's call; ? = inconclusive; nt = no result given. Cut-off read from the data, not from the text of the source, unless noted: active = inhibition above about 30%; inconclusive = no clear call, values can overlap the other calls; inactive = below that.
(1) CC(C)c1ccc(-c2nn[nH]n2)cc1
(2) O=C(NCC(c1ccco1)N1CCc2ccccc2C1)c1cccc([N+](=O)[O-])c1 (stereo not given)
(3) CC(SCc1ccccc1)C(=O)N/N=C/c1cccs1 (stereo not given)
(4) COc1ccc2[nH]cc(CCN)c2c1
(5) O=C(NCc1cccnc1)c1cc(C2CCCCN2C(=O)OCc2ccccc2)on1 (stereo not given)
(6) Cc1cccc(NC(=O)C2CC(=O)N(c3ccccc3)C2)c1C (stereo not given)
(7) COc1ccccc1C(C)NS(=O)(=O)c1ccc(Cl)nc1 (stereo not given)
(8) N#CC(C#SN)=C1CCCCC1
(9) Cc1nn(CC(C)C)c(Cl)c1C(=O)NCC(C)(C)N1CCOCC1
(10) COCCNC(=O)c1ccc(CS(=O)(=O)c2c(Cl)cccc2Cl)o1

compound no.	1	2	3	4	5	6	7	8	9	10
Anthrax LF inh2	?	-1	-1	-9	-8	1	-6	7	2	-8
BoNT-A LC inh2	?	-3.3	-0.8	-0.2	0.2	-0.1	1.1	0.0	0.1	-0.4
BoNT-F LC inh	?	-4	-2	-15	-1	0	?	?	-1	-8
TcdB GH inh	nt	-0.7	nt	nt	1.4	nt	-1.3	nt	0.9	0.6
PrPC surface inh	-2	-9	9	5	-1	9	2	3	-7	3
FadD28 FP inh	1.1	-6.0	-2.9	-3.7	-5.8	-0.6	-0.6	-2.4	-1.5	-0.4
CCHF vOTU inh	7	3	4	0	12	3	-3	8	0	14
Y pestis TopoI	-2	9	2	-18	35	0	0	7	-5	8
PfHsp40 yeast	-0.6	-0.8	-0.4	-0.5	nt	0.7	2.7	-0.2	nt	-0.9

# A draw from above in order of count of non-hydrogen atoms, falling.
(5) O=C(NCc1cccnc1)c1cc(C2CCCCN2C(=O)OCc2ccccc2)on1 (stereo not given)
(10) COCCNC(=O)c1ccc(CS(=O)(=O)c2c(Cl)cccc2Cl)o1
(8) N#CC(C#SN)=C1CCCCC1

compound no.	5	10	8
Anthrax LF inh2	-8	-8	7
BoNT-A LC inh2	0.2	-0.4	0.0
BoNT-F LC inh	-1	-8	?
TcdB GH inh	1.4	0.6	nt
PrPC surface inh	-1	3	3
FadD28 FP inh	-5.8	-0.4	-2.4
CCHF vOTU inh	12	14	8
Y pestis TopoI	35	8	7
PfHsp40 yeast	nt	-0.9	-0.2

# The listing continues:
(11) Nc1ccc(-c2nc3ccc([N+](=O)[O-])cc3[nH]2)cc1
(12) S=C(Nc1ccccc1)Nc1ccc(Cl)cc1Cl
(13) CCc1nc2c(OCc3ccc(S(C)(=O)=O)cc3)cccn2c1N(C)C(=O)c1ccccc1F
(14) CC(C)Cc1n[nH]c(=O)c2c1nnn2Cc1ccccc1F
(15) Cc1nn(CCCC(=O)NCc2ccc(Cl)cc2)c(C)c1[N+](=O)[O-]
(16) COc1ccccc1N(Cc1ccccc1)S(=O)(=O)c1cccc(C(=O)NCC2CCCO2)c1 (stereo not given)
(17) COc1ccc(OC)c(C(=O)c2ccccn2)c1
(18) COCCCNC(=O)c1ccccc1-c1cc(C)no1
(19) Cc1ccnc(NS(=O)(=O)c2ccc(NC(=O)CSc3nc(-c4ccccc4)cc(=O)[nH]3)cc2)n1
(20) COCc1c(C(=O)OCC(=O)NCCN2C(=O)CSC2=O)oc2ccccc12

compound no.	11	12	13	14	15	16	17	18	19	20
Anthrax LF inh2	0	3	-4	-15	2	-2	-18	3	-2	1
BoNT-A LC inh2	-0.9	0.3	-0.1	-0.1	-0.5	1.1	-3.5	?	-0.5	0.7
BoNT-F LC inh	-10	11	8	-20	-4	2	?	?	-6	2
TcdB GH inh	3.3	nt	0.5	-0.3	nt	1.2	-0.1	1.2	1.5	nt
PrPC surface inh	-19	4	-8	2	6	1	-5	2	6	-2
FadD28 FP inh	-3.4	-0.6	-4.0	-3.6	0.4	-1.5	-2.9	-1.4	-0.3	-1.4
CCHF vOTU inh	22	1	-2	-8	7	5	0	17	-2	-6
Y pestis TopoI	-16	-5	15	7	3	12	-9	6	1	-6
PfHsp40 yeast	0.3	1.0	nt	-0.7	0.5	0.5	-0.9	2.4	-1.6	-0.3

(21) COC(=O)CC1(c2cccc3ccccc23)C(=O)c2ccccc2C1=O
(22) Cn1c(N)c(C(=O)COC(=O)/C=C/c2ccc(OC(F)F)cc2)c(=O)n(C)c1=O
(23) Cc1cccc(N2CCN(C(=S)NCc3ccco3)CC2)c1C
(24) CC(C)NC(=O)CN(C(=O)CCC(=O)Nc1nccs1)c1ccc(C(C)C)cc1
(25) O=S(=O)(NCc1nnc2c(C(F)(F)F)cc(Cl)cn12)c1ccccc1
(26) CC(C)c1csc(CN2CCN(Cc3ccc(F)cc3)C(CCO)C2)n1 (stereo not given)
(27) NC(=O)Cn1cc(/C=N\NS(=O)(=O)c2ccc(Cl)cc2)c2ccccc21
(28) CC(=O)OC(C(=O)Nc1ccccc1)C(C)S(=O)(=O)c1ccccc1 (stereo not given)
(29) COc1ccc(C(C)C)cc1S(=O)(=O)N1CCN(c2ccccc2)CC1
(30) O=C(NCCN1CCOCC1)c1cc(-c2cccc(Cl)c2)on1

compound no.	21	22	23	24	25	26	27	28	29	30
Anthrax LF inh2	-12	-9	0	-9	-2	-4	-1	4	7	-4
BoNT-A LC inh2	-0.2	-1.2	-0.7	-2.7	1.3	-0.4	-0.7	0.4	0.0	0.1
BoNT-F LC inh	-7	-7	1	-12	-2	-6	-9	2	4	0
TcdB GH inh	nt	0.7	nt	0.2	1.3	1.0	0.8	nt	0.5	-0.1
PrPC surface inh	-1	-1	9	-2	-7	-9	-4	6	3	-3
FadD28 FP inh	-16	-2.8	0.8	-1.2	-3.3	-0.2	1.7	-1.4	-1.3	-0.7
CCHF vOTU inh	10	3	5	8	11	4	7	4	21	5
Y pestis TopoI	18	-6	8	-4	-11	12	8	-1	1	1
PfHsp40 yeast	-0.5	-0.7	8.0	0.8	-1.0	0.8	0.2	-0.9	-0.7	0.1

# The final four records of the part above lead into the next:
(27) NC(=O)Cn1cc(/C=N\NS(=O)(=O)c2ccc(Cl)cc2)c2ccccc21
(28) CC(=O)OC(C(=O)Nc1ccccc1)C(C)S(=O)(=O)c1ccccc1 (stereo not given)
(29) COc1ccc(C(C)C)cc1S(=O)(=O)N1CCN(c2ccccc2)CC1
(30) O=C(NCCN1CCOCC1)c1cc(-c2cccc(Cl)c2)on1
(31) CCc1ccc(NC(=S)N(Cc2ccc(Cl)cc2)Cc2ccc(C(=O)O)cc2)cc1
(32) c1ccc(Cn2cc(CN3CCCO3)c(-c3ccc4c(c3)OCO4)n2)cc1
(33) Clc1cccc(Cl)c1CON/C=N/c1ncnc2sccc12
(34) Cn1nc(C(=O)NNC(=O)C(CCC(N)=O)NS(=O)(=O)c2ccc(Cl)cc2)c2ccccc2c1=O (stereo not given)
(35) CC(=O)c1sc2nc(CSc3nncn3C)[nH]c(=O)c2c1C
(36) COc1ccc(C(C(=O)NC2CCCCC2)N(C(=O)c2sc(C)nc2C)c2ccc(OC)cc2)cc1 (stereo not given)
(37) CC(C)(C)c1nnc(SCC(=O)Nc2ccc(N3CCCCC3)cc2)n1N
(38) CCOC(=O)N1CCN(CC(=O)Nc2ccc(C)c(Br)c2)CC1
(39) O=C(Nc1ccc([N+](=O)[O-])cn1)c1cc(-c2cccc(Cl)c2)nc2ccccc12
(40) O=C(CN1CCN(Cc2ccccc2)CC1)N/N=C\C=C/c1ccco1

compound no.	27	28	29	30	31	32	33	34	35	36	37	38	39	40
Anthrax LF inh2	-1	4	7	-4	-2	-7	-4	nt	-5	0	-8	5	-2	-1
BoNT-A LC inh2	-0.7	0.4	0.0	0.1	0.4	-1.1	0.1	nt	0.2	0.2	-0.7	0.5	-0.8	0.7
BoNT-F LC inh	-9	2	4	0	-3	-2	5	nt	-8	-6	-5	12	-11	3
TcdB GH inh	0.8	nt	0.5	-0.1	3.0	1.7	nt	0.2	nt	0.1	0.6	nt	nt	0.6
PrPC surface inh	-4	6	3	-3	-1	4	4	-5	22	9	-8	-3	-1	-5
FadD28 FP inh	1.7	-1.4	-1.3	-0.7	17*	-4.7	-35	-0.3	-1.2	?	-2.2	-2.8	1.3	-1.6
CCHF vOTU inh	7	4	21	5	10	-2	17	5	-7	-11	-9	3	-13	13
Y pestis TopoI	8	-1	1	1	11	8	24	3	13	-9	-7	7	7	-1
PfHsp40 yeast	0.2	-0.9	-0.7	0.1	10	-0.4	0.6	-0.2	0.8	-0.7	0.3	9.1	0.8	-1.5

(41) COc1ccc(O)c(/C=N/NC(=O)CCC(=O)Nc2ccc(F)cc2)c1
(42) Cc1ccc(S(=O)(=O)N(CC(=O)N2CCOCC2)c2ccccc2F)cc1
(43) CCOc1ccc2nc(NC(=O)CN3C(=O)C4CCCCC4C3=O)sc2c1 (stereo not given)
(44) O=C(NS(=O)(=O)c1ccccc1)c1ccccc1
(45) CCOc1ccc(/C=C/C(=O)N(C)CC(=O)Nc2cccc(F)c2)cc1OCC
(46) CCCCSc1nc2sc3c(c2c(=O)n1-c1ccc(OC)cc1)CCN(C)C3
(47) O=C(CC1C(=O)NCCN1C(=O)Nc1ccc(F)cc1F)Nc1cc(Cl)ccc1Cl (stereo not given)
(48) C=CCn1c(SCC(=O)NCC2CCCO2)nnc1C1CCCCC1 (stereo not given)
(49) CCn1c(COc2ccccc2C)nnc1SCC(=O)NCc1ccccc1
(50) Cc1ccc(NC(=S)Nc2ccc(F)cc2)cc1

compound no.	41	42	43	44	45	46	47	48	49	50
Anthrax LF inh2	5	5	nt	2	1	-16	-4	-2	-3	13
BoNT-A LC inh2	-2.6	-3.5	nt	-0.2	-3.7	5.8	-3.4	-0.9	0.7	3.0
BoNT-F LC inh	-7	1	nt	4	0	?	-47	-14	5	27
TcdB GH inh	-0.1	-1.6	3.1	nt	-1.0	0.9	0.4	nt	nt	0.8
PrPC surface inh	2	-1	-4	3	-4	-1	-3	-9	-9	4
FadD28 FP inh	-1.6	-2.6	2.2	-1.0	-0.5	-2.5	-1.2	-1.8	-0.3	-7.7
CCHF vOTU inh	-6	-12	8	5	-26	-2	5	-7	-5	-10
Y pestis TopoI	-6	8	-1	0	-4	35	-2	-2	24	3
PfHsp40 yeast	0.6	-0.2	0.6	0.1	1.2	0.2	-0.7	-0.9	-0.4	-0.2

(51) Cn1c2c(c(=O)n(C)c1=O)C(c1ccc(Br)cc1)C(C#N)=C(N)N2 (stereo not given)
(52) CN(CCOc1ccc(Cl)cc1)Cc1cccc(S(=O)(=O)N(C)C)c1
(53) COc1ccccc1C(C)NC(=O)CCC(=O)N1CCN(S(=O)(=O)c2ccc(Cl)cc2)CC1 (stereo not given)
(54) CCOC(=O)C1=CCN(S(=O)(=O)c2ccccc2F)C1c1ccc(F)cc1 (stereo not given)
(55) COC(=O)c1ccc(NC(=O)CN(C)Cc2cccc(F)c2)cc1
(56) O=C(NCCCN1CCCC1=O)c1csc2ccccc12
(57) CC1(C)CC(NC(=O)c2cccc(Cl)c2)CC(C)(C)N1
(58) CCCC(=O)Nc1ccc(N2CCN(C(=O)c3cc4ccccc4o3)CC2)cc1

compound no.	51	52	53	54	55	56	57	58
Anthrax LF inh2	3	10	?	-1	-2	-2	-8	-1
BoNT-A LC inh2	1.2	-3.3	-3.1	-0.2	1.3	-0.7	0.6	1.3
BoNT-F LC inh	-6	0	-4	0	9	-1	-1	-3
TcdB GH inh	3.0	-0.3	0.2	-1.5	-0.3	1.3	1.4	-1.1
PrPC surface inh	-5	2	6	10	-3	2	-2	1
FadD28 FP inh	-3.8	-3.3	0.2	-0.6	-1.8	-0.8	-4.5	-1.9
CCHF vOTU inh	7	1	0	28	-10	-20	-4	3
Y pestis TopoI	2	26	35	nt	18	5	1	13
PfHsp40 yeast	1.6	-0.8	-0.4	nt	0.2	-0.5	-0.3	-0.5
